LEDGF integ inh: blocks HIV-1 LEDGF/p75-dependent DNA integration | inhibition, % at 3.7 µM | TR-FRET IN-LEDGF/p75 DNA integration, Eu/Cy5 | 370,000 compounds, 0.64% hits;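 active = inhibition above the screen-wide mean plus 3 SD, cut at about 13% in these data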;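 also: signal is the Cy5 over europium emission ratio at 671 and 618 nm; 0% = plate median of compound wells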
PG9 Ab binder: small molecules binding HIV-1 gp120 antibody PG9; TR-FRET gp120-PG9 antibody binding; inhibition, % at 6.7 µM; 360,000 compounds, 0.43% hits; AID 624416; in the data active = inhibition above about 8.5%
UHRF1 binding: UHRF1 methyl-DNA binding inhibition; Q96T88; UHRF1 binding to methylated oligo, TR-FRET; inhibition, % at 4.4 µM; 370,000 compounds, 0.75% hits; AID 687016; in the data active = inhibition above about 21%;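 also: UHRF1 SRA domain binding a hemimethylated CpG hairpin DNA probe; 0% = median of test compound wells and 100% = reference inhibitor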
mABHD4 FP: ABHD4 (mouse) inhibition, primary FP screen; purified mABHD4, FP-Rh probe fluorescence polarization; 370,000 compounds, 0.54% hits; inhibition, % at 8.92 µM; Q8VD66;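 active = inhibition exceeding the mean over every tested compound plus 3 SD, cut at about 30% in these data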;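 also: 0% = plate median of compound wells and 100% = S159A mutant with DMSO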
Target sequence (Q8VD66 whole entry, looked up): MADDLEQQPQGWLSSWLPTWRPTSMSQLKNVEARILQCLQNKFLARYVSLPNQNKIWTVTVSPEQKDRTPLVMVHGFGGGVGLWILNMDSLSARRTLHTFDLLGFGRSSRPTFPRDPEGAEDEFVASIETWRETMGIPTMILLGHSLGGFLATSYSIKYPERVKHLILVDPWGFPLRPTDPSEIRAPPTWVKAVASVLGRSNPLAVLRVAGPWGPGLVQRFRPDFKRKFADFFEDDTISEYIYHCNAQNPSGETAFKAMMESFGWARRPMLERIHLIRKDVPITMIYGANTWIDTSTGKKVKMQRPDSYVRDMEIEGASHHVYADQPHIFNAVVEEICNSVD
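system = mouse ABHD4 enzyme, wild type | medium = HEPES pH 7.0, NaCl, Pluronic buffer | also added = FP-Rh probe | incubation = Enzyme–compound pre-incubation 45 min, then probe 60 min, both 25 °C | technique = fluorescence polarization, excitation 525 nm, emission 598 nm, BODIPY TMR filters | controls = S159A mutant high control, sample median low control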
DDE Tn7 FP inh: disrupts Tn7 cyclic peptide binding to fibrin D-Dimer-E complex; inhibition, % at 8.3 µM; 370,000 compounds, 0.13% hits; FP displacement of FITC-Tn7 peptide from fibrin DD(E); 0% = median of compound wells per plate; P02675; AID 720508;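 active = inhibition above the mean of compounds falling within the control limits plus 3 SD of them, cut at about 14% in these data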;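 also: 0% = plate median of compound wells and 100% = 10 µM Aha-Tn7 peptide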
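Assay system: Human fibrin DD(E) protein | Medium: Tris buffer with calcium and detergent, pH 7.8 | Reagent: 0.1 µM fluorescent Tn7 | Compound dosing: Single point at 8.3 µM | Times: 10 min preincubation, 3 h with tracer, room temperature | Detection: Fluorescence polarization of the labelled Tn7 tracer | Controls: Aha-Tn7 high control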
TDP2 absorb: blocks human TDP2 phosphodiesterase activity | O95551 | 370,000 compounds, 0.34% hits | recombinant TDP2, T5PNP hydrolysis, p-nitrophenol absorbance 415 nm | inhibition, % at 12.8 µM | AID 720702;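 active = inhibition above the mean of all tested compounds plus 3 SD, set per campaign, cut at about 25% in these data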;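 also: 0% = DMSO with enzyme and 100% = buffer with substrate but no TDP2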
Target sequence (O95551 whole entry, looked up): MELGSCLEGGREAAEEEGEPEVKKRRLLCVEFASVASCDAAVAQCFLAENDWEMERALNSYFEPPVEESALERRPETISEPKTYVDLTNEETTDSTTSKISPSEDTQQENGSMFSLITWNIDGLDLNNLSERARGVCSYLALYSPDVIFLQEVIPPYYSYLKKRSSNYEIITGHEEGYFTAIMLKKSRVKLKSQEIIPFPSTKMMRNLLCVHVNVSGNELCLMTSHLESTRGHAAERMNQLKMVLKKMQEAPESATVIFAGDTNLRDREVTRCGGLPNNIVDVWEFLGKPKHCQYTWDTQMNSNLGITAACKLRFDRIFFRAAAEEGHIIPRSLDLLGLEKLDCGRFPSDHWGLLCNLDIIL
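Read-out basis: percent inhibition. System: recombinant human TDP2. Buffer or medium: Mg2+-containing Tris-HCl buffer, pH 7.5. Repeats: single replicate. Timing: reaction 2 h, 37 °C. Benchmarks: high control without enzyme, low control DMSO plus TDP2. Probe or stimulus: 5 mM T5PNP. Doses: 12.8 µM only. Measured by: epi absorbance of p-nitrophenol freed from T5PNP by hydrolysis.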
HTRA1 inhibitor: inhibitors of human serine peptidase HTRA1 | Q92743 | recombinant HTRA1, FP-rhodamine activity-based probe, fluorescence polarization | inhibition, % at 5.96 µM | 340,000 compounds, 0.5% hits | AID 504803; in the data active = inhibition above about 36%;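 also: 0% = enzyme with DMSO and 100% = wells lacking enzyme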
PRMT1 inh: PRMT1 (human) inhibition, primary screen; recombinant PRMT1, activity-based probe fluorescence polarization; inhibition, % at 2.79 µM; 370,000 compounds, 1.3% hits; Q99873;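 active = inhibition above about 21% made by adding two undisclosed values, limit read from the data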
Target sequence (Q99873 whole entry, looked up): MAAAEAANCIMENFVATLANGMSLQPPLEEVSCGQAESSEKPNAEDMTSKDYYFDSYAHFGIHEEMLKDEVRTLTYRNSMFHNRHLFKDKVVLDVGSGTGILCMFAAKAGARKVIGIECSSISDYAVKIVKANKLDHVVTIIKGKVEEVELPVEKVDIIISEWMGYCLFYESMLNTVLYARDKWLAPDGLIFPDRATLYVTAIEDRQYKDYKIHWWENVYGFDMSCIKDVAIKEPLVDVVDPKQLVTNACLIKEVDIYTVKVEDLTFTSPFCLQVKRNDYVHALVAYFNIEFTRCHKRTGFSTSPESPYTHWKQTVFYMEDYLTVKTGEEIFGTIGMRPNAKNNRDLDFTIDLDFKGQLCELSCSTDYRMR
TCR-CD3 inh: inhibitors of human TCR-CD3 interaction; TAMRA-labeled TCR probe fluorescence, biochemical; inhibition, % at 9.4 µM; 360,000 compounds, 0.37% hits; AID 651800; in the data active = inhibition above about 19%;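 also: recombinant mutant TCR 2C K166C tagged with TAMRA read by polarization; 0% = receptor in buffer alone and 100% = receptor with positive control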
SIAE primary: inhibitors of human sialic acid acetylesterase SIAE; Q9HAT2; SIAE FP-Rh probe binding, fluorescence polarization; inhibition, % at 9.66 µM; 370,000 compounds, 0.69% hits;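 active = inhibition above a cutoff: mean of compounds within the control limits plus 3 SD of those, cut at about 17% in these data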;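 also: 0% = plate median of compound wells and 100% = probe without SIAE protein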
* marks the source's active call; other numbers are inactive results.

How did CCCCC(=O)Nc1nc2ccc(C(=O)OC)cc2s1 do in these assays?
LEDGF integ inh: 0; PG9 Ab binder: 0.2; UHRF1 binding: 0; mABHD4 FP: 0; DDE Tn7 FP inh: 0; TDP2 absorb: 1; HTRA1 inhibitor: -16; PRMT1 inh: -3; TCR-CD3 inh: 11; SIAE primary: 3

What do the screens show for `CCOC(=O)c1cc(C#N)c(N)nc1C`?
LEDGF integ inh: -2; PG9 Ab binder: -1.1; UHRF1 binding: -2; mABHD4 FP: 3; DDE Tn7 FP inh: 0; TDP2 absorb: -5; HTRA1 inhibitor: 6; PRMT1 inh: 1; TCR-CD3 inh: 5; SIAE primary: -1

Results for Cc1cc(=O)oc2cc(OCCCC[n+]3ccccc3)ccc12 ?
LEDGF integ inh: -2; PG9 Ab binder: 0.2; UHRF1 binding: 1; mABHD4 FP: 3; DDE Tn7 FP inh: -5; TDP2 absorb: -7; HTRA1 inhibitor: -3; PRMT1 inh: 3; TCR-CD3 inh: 2; SIAE primary: -1

How did Cc1ccc(C(=O)OCC(=O)N2C(C)CCCC2C)cc1S(=O)(=O)N1CCCCC1 (centres undefined) do in these assays?
LEDGF integ inh: 5; PG9 Ab binder: -1.1; UHRF1 binding: 1; mABHD4 FP: -4; DDE Tn7 FP inh: -3; TDP2 absorb: -24; HTRA1 inhibitor: 1; PRMT1 inh: -3; TCR-CD3 inh: -9; SIAE primary: -5

Results for O=C(CCN1C(=O)S/C(=C\c2ccccc2)C1=O)Nc1ccc(O)cc1C(=O)O ?
LEDGF integ inh: 4; PG9 Ab binder: -2.6; UHRF1 binding: -3; mABHD4 FP: 2; DDE Tn7 FP inh: 0; TDP2 absorb: 3; HTRA1 inhibitor: -1; PRMT1 inh: 10; TCR-CD3 inh: 2; SIAE primary: 7

What do the screens show for `Cc1ccc(-c2[nH]ncc2C(=O)c2cccc(F)c2)c(O)c1`?
LEDGF integ inh: -2; PG9 Ab binder: -1.3; UHRF1 binding: 2; mABHD4 FP: -5; DDE Tn7 FP inh: -2; TDP2 absorb: 2; HTRA1 inhibitor: -5; PRMT1 inh: 0; TCR-CD3 inh: -5; SIAE primary: 4

How did CN(CC(=O)Nc1ccc(N2CCOCC2)cc1)CC(=O)Nc1ccccc1C#N do in these assays?
LEDGF integ inh: -1; PG9 Ab binder: -0.7; UHRF1 binding: 0; mABHD4 FP: 0; DDE Tn7 FP inh: 10; TDP2 absorb: 4; HTRA1 inhibitor: 1; PRMT1 inh: 1; TCR-CD3 inh: -2; SIAE primary: 11

Results for CCOC(=O)C1=C(COC(=O)c2nc(Cl)ccc2Cl)NC(=O)NC1C (centres undefined) ?
LEDGF integ inh: -2; PG9 Ab binder: 1.2; UHRF1 binding: 5; mABHD4 FP: -8; DDE Tn7 FP inh: 7; TDP2 absorb: -6; HTRA1 inhibitor: -3; PRMT1 inh: 2; TCR-CD3 inh: 0; SIAE primary: -2

What do the screens show for `COC(=O)N[C@H](C(=O)N[C@@H](Cc1ccccc1)[C@@H](O)CN(Cc1ccc(-c2ccccn2)cc1)NC(=O)[C@@H](NC(=O)OC)C(C)(C)C)C(C)(C)C`?
LEDGF integ inh: 7; UHRF1 binding: 1; mABHD4 FP: -2; DDE Tn7 FP inh: 1; TDP2 absorb: -15; PRMT1 inh: -7; SIAE primary: -6

Results for COc1ccc2nc(SCC(=O)Nc3cc(C)on3)c(C#N)cc2c1 ?
LEDGF integ inh: -1; PG9 Ab binder: -4.8; UHRF1 binding: 0; mABHD4 FP: 1; DDE Tn7 FP inh: -6; TDP2 absorb: -7; HTRA1 inhibitor: -6; PRMT1 inh: 0; TCR-CD3 inh: -5; SIAE primary: 0

What do the screens show for `Brc1ccc(C2=Nc3cccc4cccc(c34)N2)o1`?
LEDGF integ inh: 42*; PG9 Ab binder: 2.2; UHRF1 binding: 0; mABHD4 FP: -1; DDE Tn7 FP inh: 8; TDP2 absorb: -7; HTRA1 inhibitor: 10; PRMT1 inh: 18; TCR-CD3 inh: 11; SIAE primary: 5

Results for O=[N+]([O-])c1cccc(Oc2cnccn2)c1 ?
LEDGF integ inh: 1; PG9 Ab binder: -3.1; UHRF1 binding: 0; mABHD4 FP: -5; DDE Tn7 FP inh: 4; TDP2 absorb: 4; HTRA1 inhibitor: -1; PRMT1 inh: -1; TCR-CD3 inh: 1; SIAE primary: -7

Results for CCOc1ccc(CCNC(=O)c2cc3sccc3n2C)cc1OCC ?
LEDGF integ inh: -5; PG9 Ab binder: -0.7; UHRF1 binding: 1; mABHD4 FP: -4; DDE Tn7 FP inh: -4; TDP2 absorb: 4; HTRA1 inhibitor: -8; PRMT1 inh: -7; TCR-CD3 inh: -2; SIAE primary: 5

How did O=C(Cc1ccccc1)NCC(=O)OCC(=O)c1ccc([N+](=O)[O-])cc1 do in these assays?
LEDGF integ inh: 8; PG9 Ab binder: 0.5; UHRF1 binding: -4; mABHD4 FP: -4; DDE Tn7 FP inh: -5; TDP2 absorb: -14; HTRA1 inhibitor: 2; PRMT1 inh: 76*; TCR-CD3 inh: -1; SIAE primary: 2

What do the screens show for `CCOc1cc(N2CCOCC2)c(OCC)cc1NC(=O)c1ccccc1C`?
LEDGF integ inh: -4; PG9 Ab binder: 0.2; UHRF1 binding: 2; mABHD4 FP: 5; DDE Tn7 FP inh: -3; TDP2 absorb: 8; HTRA1 inhibitor: 1; PRMT1 inh: -3; TCR-CD3 inh: -8; SIAE primary: 5

Results for CN(C)CCCOc1ccc(-c2ccc3nccn3c2)cn1 ?
LEDGF integ inh: -1; PG9 Ab binder: 0.1; UHRF1 binding: 0; mABHD4 FP: 9; DDE Tn7 FP inh: 6; TDP2 absorb: -1; PRMT1 inh: -1; TCR-CD3 inh: -1; SIAE primary: 0

What do the screens show for `O=C(NCCNc1ccc([N+](=O)[O-])cc1)c1ccc(Cl)cc1`?
LEDGF integ inh: 6; PG9 Ab binder: -2.8; UHRF1 binding: 0; mABHD4 FP: -14; DDE Tn7 FP inh: 0; TDP2 absorb: -10; HTRA1 inhibitor: -11; PRMT1 inh: -5; TCR-CD3 inh: -5; SIAE primary: 6

How did Cc1cc(NC(=O)/C(C#N)=C/c2ccc(-c3cccc(C(F)(F)F)c3)o2)n(-c2ccccc2)n1 do in these assays?
LEDGF integ inh: -2; PG9 Ab binder: -0.9; UHRF1 binding: -1; mABHD4 FP: -13; DDE Tn7 FP inh: 1; TDP2 absorb: -6; HTRA1 inhibitor: -21; PRMT1 inh: 2; TCR-CD3 inh: 3; SIAE primary: -22

What do the screens show for `Cn1c(=O)c(=O)n(C)c2cc(S(=O)(=O)N3CCOc4ccccc43)ccc21`?
LEDGF integ inh: -1; PG9 Ab binder: 0.4; UHRF1 binding: 1; mABHD4 FP: -1; DDE Tn7 FP inh: 4; TDP2 absorb: -4; HTRA1 inhibitor: 0; PRMT1 inh: 0; TCR-CD3 inh: 1; SIAE primary: 2

How did CCCNc1nc(N2CCCC2)nc(N2CCCC2)n1 do in these assays?
LEDGF integ inh: 0; PG9 Ab binder: -0.7; UHRF1 binding: 1; mABHD4 FP: 7; DDE Tn7 FP inh: -2; TDP2 absorb: 9; HTRA1 inhibitor: 6; PRMT1 inh: -3; TCR-CD3 inh: -1; SIAE primary: 7

Results for Cc1cc(NC(=O)Cn2c(=O)oc3ccc(Cl)cc32)no1 ?
LEDGF integ inh: -2; PG9 Ab binder: 1.3; UHRF1 binding: -4; mABHD4 FP: 4; DDE Tn7 FP inh: 7; TDP2 absorb: 2; HTRA1 inhibitor: -8; PRMT1 inh: 0; TCR-CD3 inh: 3; SIAE primary: 5

Results for CC1(C(=O)O)CCN1C(=O)COc1ccc(Cl)cc1 (centres undefined) ?
LEDGF integ inh: -2; PG9 Ab binder: -3.1; UHRF1 binding: -1; mABHD4 FP: 7; DDE Tn7 FP inh: -3; TDP2 absorb: -5; PRMT1 inh: 2; TCR-CD3 inh: 5; SIAE primary: -3

Results for O=C(c1cccs1)N1C[C@@H](O)[C@H](n2cc(-c3ccc(F)cc3)nn2)C[C@@H]1c1ccccc1 ?
LEDGF integ inh: 2; PG9 Ab binder: -1.8; UHRF1 binding: 1; mABHD4 FP: -4; DDE Tn7 FP inh: 5; TDP2 absorb: 4; HTRA1 inhibitor: -11; PRMT1 inh: -5; TCR-CD3 inh: 0; SIAE primary: -6

How did COc1ccc(NC(=O)c2ccc(Cl)c(S(=O)(=O)NCC3CCCO3)c2)c(OC)c1 (centres undefined) do in these assays?
LEDGF integ inh: -4; PG9 Ab binder: -2.2; UHRF1 binding: 0; mABHD4 FP: 8; DDE Tn7 FP inh: 2; TDP2 absorb: -4; HTRA1 inhibitor: 13; PRMT1 inh: 3; TCR-CD3 inh: -10; SIAE primary: 9

How did CC(C)=CCC/C(C)=C/CNC(=O)C[C@H]1C[C@H](C(=O)N2CCCCC2)[C@@]2(CCc3ccccc3)c3[nH]c4cc(CCC(=O)N(C)C)ccc4c3CCN2C1=O do in these assays?
LEDGF integ inh: -4; PG9 Ab binder: -2.4; UHRF1 binding: 18; mABHD4 FP: 9; DDE Tn7 FP inh: 4; TDP2 absorb: 7; HTRA1 inhibitor: 0; PRMT1 inh: -3; TCR-CD3 inh: -1; SIAE primary: 2

How did COc1ccccc1CNc1ncnc2nc[nH]c12 do in these assays?
LEDGF integ inh: 4; PG9 Ab binder: 1.6; UHRF1 binding: 0; mABHD4 FP: -4; DDE Tn7 FP inh: -2; TDP2 absorb: -12; HTRA1 inhibitor: 7; PRMT1 inh: -3; TCR-CD3 inh: -6; SIAE primary: -5

What do the screens show for `COc1ccc(C2C(C(C)=O)=C(O)C(=O)N2CCCn2ccnc2)cc1OC` (centres undefined)?
LEDGF integ inh: 5; PG9 Ab binder: 0.3; UHRF1 binding: -6; mABHD4 FP: 5; DDE Tn7 FP inh: -1; TDP2 absorb: 1; HTRA1 inhibitor: 1; PRMT1 inh: -3; TCR-CD3 inh: 1; SIAE primary: 6

Results for O=C1C=C(c2ccc(CO)cc2)C[C@@H](c2ccc(F)cc2)C1 ?
LEDGF integ inh: 3; PG9 Ab binder: 1.1; UHRF1 binding: -2; mABHD4 FP: -3; DDE Tn7 FP inh: 0; TDP2 absorb: 2; HTRA1 inhibitor: -5; PRMT1 inh: 1; TCR-CD3 inh: 4; SIAE primary: -3

Screening results deposited in PubChem by The Scripps Research Institute Molecular Screening Center.

No enrichment for hits. About 4.2% of those tested had a hit in this group.
